mIAP block = mouse IAP inhibition | purified mouse IAP, CDP-Star luminescence, 30 min | inhibition, % at 10 µM | 0.2% of 330,000 active;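 active = inhibition of at least 40% at 10 µM in the primary screen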;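 note: plate controls were DMSO with enzyme for no effect and no enzyme wells for full effect; values of inactives mirror those of a sister screen read the other way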
hIAP activ = human IAP activation; 0.16% of 330,000 active; activation factor at 10 µM; P09923; purified human IAP, CDP-Star luminescence, 30 min; hits give high values; 1 = vehicle-only enzyme, 0 = enzyme-free background;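 active = activation factor of the enzyme at least 2-fold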; note: the source names both 10 and 20 µM as test concentration; values of inactives mirror those of a sister screen read the other way
hIAP inh = blocks human intestinal alkaline phosphatase; purified IAP, CDP-Star luminescence, 30 min; inhibition, % at 10 µM; 0.12% of 330,000 active; AID 2544; P09923;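 active = inhibition reaching a set limit with compound at 10 µM in the primary screen, cut at about 35% in these data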;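 note: plate controls were DMSO wells with enzyme for no effect and no-enzyme buffer wells for full effect; values of inactives mirror those of a sister screen read the other way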
ATG4B inh = blocks human ATG4B protease cleavage of LC3 substrate. ATG4B cleavage of LC3-PLA2, NBD-HPC fluorescence, 1 h. inhibition, % at 8.33 µM. 0.51% of 340,000 active. Q9Y4P1. AID 504462; in the data active = inhibition above about 40%
mIAP act = mouse IAP activation; 0.24% of 330,000 active; AID 2805; activation factor at 10 µM; muIAP, CDP-Star luminescence, 30 min; hits give high values; 1 = vehicle-only enzyme signal, 0 = enzyme-free wells;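 active = activation factor of at least 2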; note: the source names both 10 and 20 µM as test concentration; values of inactives mirror those of a sister screen read the other way
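Assay system: mouse IAP enzyme / Compound: DMSO-dissolved test compounds / Timing: 30 min, room temperature / Measured by: luminescence from enzymatic CDP-Star hydrolysis / Control set: DMSO-only wells, enzyme-free buffer wells as negative control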
HKDC1 inhibitor = inhibitors of human hexokinase HKDC1. recombinant HKDC1, G6PDH/diaphorase resazurin coupled fluorescence. inhibition, % at 20 µM. 0.16% of 340,000 active. AID 493160;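 active = inhibition above about 35% when tested at 20 µM, limit read from the data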;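 note: plate controls were DMSO wells with enzyme for no effect and DMSO wells lacking enzyme for full effect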
Target sequence (Q2TB90 whole entry, looked up): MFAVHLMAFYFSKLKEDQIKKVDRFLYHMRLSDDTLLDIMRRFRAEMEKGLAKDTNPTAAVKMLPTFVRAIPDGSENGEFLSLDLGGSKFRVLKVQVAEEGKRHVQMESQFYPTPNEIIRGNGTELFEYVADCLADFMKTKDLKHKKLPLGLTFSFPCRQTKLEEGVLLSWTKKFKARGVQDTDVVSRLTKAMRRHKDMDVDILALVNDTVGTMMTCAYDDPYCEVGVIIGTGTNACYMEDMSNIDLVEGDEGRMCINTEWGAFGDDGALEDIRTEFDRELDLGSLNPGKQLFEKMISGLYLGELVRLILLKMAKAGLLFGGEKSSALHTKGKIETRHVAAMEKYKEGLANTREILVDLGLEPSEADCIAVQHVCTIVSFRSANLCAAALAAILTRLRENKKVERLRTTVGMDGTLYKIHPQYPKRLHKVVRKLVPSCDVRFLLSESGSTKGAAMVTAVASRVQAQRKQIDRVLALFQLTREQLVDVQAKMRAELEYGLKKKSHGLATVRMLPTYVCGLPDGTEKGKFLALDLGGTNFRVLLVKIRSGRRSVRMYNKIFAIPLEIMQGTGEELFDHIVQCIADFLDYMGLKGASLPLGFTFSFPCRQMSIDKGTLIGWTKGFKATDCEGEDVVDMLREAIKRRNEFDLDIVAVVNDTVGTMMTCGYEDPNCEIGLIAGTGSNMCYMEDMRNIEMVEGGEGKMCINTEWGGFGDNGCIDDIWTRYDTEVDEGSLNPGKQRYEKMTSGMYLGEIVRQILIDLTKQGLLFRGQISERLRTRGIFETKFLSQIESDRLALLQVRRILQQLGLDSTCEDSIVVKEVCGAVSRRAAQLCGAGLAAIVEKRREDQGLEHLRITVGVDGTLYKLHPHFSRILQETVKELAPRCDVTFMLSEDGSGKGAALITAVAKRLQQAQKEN
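Assay system: in-house recombinant HK5 (HKDC1) enzyme. Input: HKDC1 at 5 µg/mL. Medium: Tris pH 8.0 buffer with MgCl2, Tween-20, BSA, BME. Dosing: single 20 µM dose. Schedule: 90 min reaction incubation at room temperature, dark. Signal: resazurin-to-resorufin fluorescence via G6PDH and diaphorase coupling, 525/613 nm. Controls: DMSO-enzyme wells negative, buffer-substituted wells positive.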
PfG6PD inh = PfG6PD (Plasmodium falciparum) enzyme inhibition; inhibition, % at 20 µM; PfGluPho enzyme, NADPH resazurin-diaphorase fluorescence; 0.78% of 350,000 active;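 active = inhibition reaching at least a set limit at 20 µM in the primary screen, cut at about 59% in these data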;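 note: 0% = DMSO wells with substrate and 100% = DMSO wells lacking glucose-6-phosphate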
APOBEC3A inh = human APOBEC3A DNA deaminase inhibition | P31941 | recombinant A3A, FAM/TAMRA ssDNA deamination fluorescence | inhibition, % at 20 µM | 0.41% of 330,000 active | AID 493011;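 active = at least 40% inhibition at 20 µM here, with at most 30% in a related deaminase screen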;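 note: plate controls were A3A with DMSO for no effect and wells lacking A3A enzyme for full effect; some results filed as inactive read as strong as hits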
* marks the source's active call; other numbers are inactive results.

item	Compound	mIAP block	hIAP activ	hIAP inh	ATG4B inh	mIAP act	HKDC1 inhibitor	PfG6PD inh	APOBEC3A inh
1	[N-]=[N+]=NC1C[C@H](n2ccc(=O)[nH]c2=O)O[C@@H]1CO (stereo not given in full)	-2	1.2	-20	-4	1	-5	-1	-2
2	CS(=O)(=O)Nc1nnc(C2CCCC2)s1	-4	0.89	11	-6	1	5	16	5
3	CC1CCc2c(sc(NC(=O)c3ccco3)c2C(=O)O)C1 (stereo not given)	5	1	-4	0	0.95	0	3	0
4	COc1ccc2cc(C(N)=O)c(=Nc3ccccc3)oc2c1	-1	0.98	2	-7	1	-10	4	1
5	O=S(=O)(c1ccc(-c2ccon2)s1)N1CCN(c2ccccn2)CC1	3	0.82	18	-5	0.97	-5	3	-2
6	CCN(CC)CCOC(=O)c1ccc2c(c1)OCCO2	3	0.85	15	-3	0.97	-12	-6	-2
7	Cc1nn(C)c(C)c1NC(=O)Nc1ccc(Cl)c(Cl)c1	-114	1.1	-10	1	2.1*	-4	3	0
8	COc1cccc(CC(NC(C)=O)C(=O)NC2CCN(C(=O)C3CC3)CC2)c1OC (stereo not given)	-8	1.2	-17	5	1.1	13	-26	2
9	Cc1ccc(CNC(=O)C2CCCN(S(C)(=O)=O)C2)cc1 (stereo not given)	7	0.93	7	8	0.93	-10	-9	-5
10	CCOc1ccc(NC(=O)C2C3CCC4C(CCC32)C4(Cl)Cl)cc1 (stereo not given)	-3	0.84	16	-1	1	5	-4	-5
11	CCn1cc(C(=O)OCC(=O)c2cc(C)n(-c3ccc(OC(F)F)cc3)c2C)c(=O)c2ccc(C)nc21	16	0.88	12	72*	0.84	-6	-8	1
12	COc1nn(-c2ccccc2)c(=O)c(Cl)c1Cl	1	1.1	-7	3	0.99	-2	-5	-4
13	Cc1cc(C)cc(NC(=O)c2cccc(NC(=O)c3ccco3)c2)c1	-6	1.3	-26	-18	1.1	0	6	-4
14	CC1=C(C(=O)Nc2ccc(F)cc2)C(c2ccc(C)o2)C2=C(CC(C)(C)CC2=O)N1 (stereo not given)	0	1	-4	-15	1	-4	2	-1
15	COc1cc(/C=C(\C#N)C(=O)Nc2cccc(C(=O)O)c2)ccc1OCc1ccc(Cl)cc1	7	1	-4	6	0.93	4	-23	1

Look-ups from the list.
compound 2 in hIAP activ = 0.89
compound 3 in APOBEC3A inh = 0
compound 1 in mIAP act = 1
compound 12 in HKDC1 inhibitor = -2

Further results:
item	Compound	mIAP block	hIAP activ	hIAP inh	ATG4B inh	mIAP act	HKDC1 inhibitor	PfG6PD inh	APOBEC3A inh
16	Cc1ccc(C(=O)N2CC(C)CC(C)C2)cc1NC1=NC2CS(=O)(=O)CC2S1 (stereo not given)	-1	1.1	-6	-4	1	-8	22	-3
17	Cc1ccc(NC2CC(=O)N(CCc3ccccc3)C2=O)cc1 (stereo not given)	4	0.89	11	20	0.96	-10	-10	2
18	COc1ccc(C(=O)OCC(=O)NC(C)(C)C)cc1[N+](=O)[O-]	7	1.1	-14	-6	0.93	7	2	-2
19	O=C(Nc1ccc(N2CCCC2)cc1)c1cccc(Cl)c1	4	0.98	2	-6	0.96	-5	12	-1
20	CCc1ccc(NC(=O)Cc2c(C(=O)O)n(C)c3ccccc23)cc1	9	0.91	9	3	0.91	6	-50	-2
21	O=C(O)c1cccc(C(=O)Nc2cccc(NC(=O)C3CCCO3)c2)c1 (stereo not given)	-5	1.1	-11	-4	1.1	0	-10	4
22	COC(=O)C(NC(=O)c1ccco1)(Nc1nc(C2CC2)cs1)C(F)(F)F (stereo not given)	-19	1.1	-12	-11	1.2	4	6	-4
23	CC1=C(C(N)=O)C(c2cccs2)n2nc(-c3cccc(C)c3)nc2N1 (stereo not given)	-3	0.91	9	-5	1	5	21	1
24	O=C(Cn1nnc(-c2ccccc2Cl)n1)N1CCCCC1	-5	0.93	7	4	1.1	-2	5	-1
25	Cn1c(SCc2cccc(F)c2)nnc1-c1cnccn1	-3	1.1	-6	-5	1	2	-18	-4
26	Cc1ccc(NC(=O)CN(C)S(=O)(=O)c2cccc3nsnc23)cc1C	5	0.99	1	-5	0.95	-1	-7	6
27	Cc1c(Cl)ccc(S(=O)(=O)Nc2cccnc2)c1Cl	3	1.1	-7	-4	0.97	-1	-16	-2
28	CC1CCN(C(=O)CN(C2CCCCC2)S(C)(=O)=O)CC1	0	0.91	9	-8	1	-9	11	4
29	COc1ccc(C(=O)NC23CC4CC(CC(C4)C2)C3)cc1	-3	0.99	1	0	1	-1	16	-1
30	Cc1cccc(NC(=O)CN2C(=O)S/C(=C\c3ccc(O)c([N+](=O)[O-])c3)C2=O)c1	11	1	-2	18	0.89	4	11	2
31	Cc1cc(NC(=O)c2ccco2)c(=O)n(Cc2cccc(C(F)(F)F)c2)c1	6	0.83	17	-3	0.94	-1	6	-3
32	COc1cc(=O)n(C)c2cc(N(C)C)ccc12	2	1.2	-23	1	0.98	9	2	2
33	CCOC(=O)Cc1csc(NC(=O)CSc2nnc(Cc3csc(N)n3)n2C)n1	9	1.2	-18	-6	0.91	1	-8	-2
34	O=C(COC(=O)C12CC3CC(CC(O)(C3)C1)C2)Nc1ccc(Br)cc1F	-2	0.88	12	3	1	-8	0	1
35	O=C(N/N=C/c1ccc([N+](=O)[O-])o1)c1cc(-c2cccc(Br)c2)nc2ccccc12	24	1.2	-17	22	0.76	-1	14	-6
36	O=C1CC(c2ccco2)CC(O)=C1C=NCC1CCNCC1 (stereo not given)	24	1.1	-13	3	0.76	2	-6	5
37	Oc1cccc(Nc2nc(NCC3CCCO3)c3ccccc3n2)c1 (stereo not given)	-4	0.96	4	2	1	-2	38	7
38	CCN(C(=O)CSc1ccc2ccccc2n1)C1CCS(=O)(=O)C1 (stereo not given)	-12	0.9	10	-19	1.1	-2	4	-3
39	CC(=O)NS(=O)(=O)c1ccc(NC(=O)c2ccc(S(=O)(=O)N3CCCC3)cc2)cc1	-1	0.92	8	-15	1	3	7	0
40	O=C(O)C(c1ccccc1)C1(O)CCCCC1 (stereo not given)	-2	1	-3	-4	1	-6	-5	2
41	Cc1[nH]c(C)c(S(=O)(=O)Nc2ccccc2)c1C(=O)N1CCCC1	-1	1.1	-10	-12	1	1	-11	-3
42	COc1ccc(-c2oc3c(OC)c(OC)c(OC)c(O)c3c(=O)c2OC)cc1OC	21	1.2	-17	-27	0.79	-3	-12	2
43	CCOCc1nnc(NC(=O)c2c(-c3ccccc3)noc2C)s1	3	1.2	-17	-7	0.97	-6	7	-3
44	CCCCN(CCCC)Cc1ccc(C(=O)NNC(=O)Nc2ccc(Cl)cc2)o1	-7	1.7	-73	25	1.1	0	16	3
45	Cc1ccc(CNC(=O)CN(C)S(=O)(=O)c2cccs2)cc1	2	0.94	6	1	0.98	9	4	2
46	CC(C)OCCCNC(=O)c1ccccc1NC(=O)C1=CSCCO1	1	1.3	-30	3	0.99	-4	-11	0
47	CC1CCN(CCCNC(=O)C2CCN(S(=O)(=O)N3CCCCC3)CC2)CC1	1	1.1	-8	-3	0.99	-11	-14	-2
48	Cc1cc(C)nc(SCCC(=O)Nc2cccc3ccccc23)n1	-7	0.96	4	0	1.1	-11	-11	2
49	Cc1cc(C)cc(N2CC(c3nc4ccccc4n3C)CC2=O)c1 (stereo not given)	19	0.94	6	-6	0.81	-7	11	58*
50	O=C(Nc1nnc(-c2cccnc2)o1)c1ccccc1Cl	-10	0.89	11	0	1.1	-4	-2	4
51	Cc1cc(C(=O)N2CCc3ccccc32)n(-c2ccccc2)n1	4	1	-2	-7	0.95	-8	2	2
52	CCOC(=O)C(NC(=O)CC)(Nc1ccccc1OC)C(F)(F)F (stereo not given)	-6	0.99	1	-1	1.1	-6	3	-4
53	Cc1cccc(Nc2c([N+](=O)[O-])ccc3nonc23)c1	14	0.83	16	3	0.86	-4	-5	-2
54	COc1ccc(N(C(=O)c2cccnc2)S(=O)(=O)c2ccc(OC)c(OC)c2)cc1	6	1.1	-9	-9	0.94	-5	-6	-2
55	COc1ccc(S(=O)(=O)NCCc2ccco2)cc1OC	5	0.97	3	2	0.95	3	-28	-5
56	COc1ccc(CNC(=O)[C@@H](NC(=O)C2CCN(C(=O)[C@@H](N)CC(C)C)CC2)C(C)C)cc1	-6	0.83	17	-9	1.1	-4	2	-1
57	C=C(C)Cn1c(N2CC(C)CC(C)C2)nc2c1c(=O)[nH]c(=O)n2C (stereo not given)	-9	0.94	6	-2	1.1	-6	-13	-1
58	CCc1ccc(-c2cc(C)no2)cc1S(=O)(=O)Nc1ccc(C)cn1	2	1.2	-19	5	0.98	1	21	0
59	O=C1CC(N2CCSCC2)C(=O)N1c1ccc(F)cc1 (stereo not given)	-4	0.97	3	2	1	3	4	-1
60	COc1ccc(CNC(=O)CN(Cc2ccc(F)cc2)C(=O)CCC(=O)Nc2nccs2)cc1	1	1.1	-5	-5	0.99	4	-12	-6
61	Cc1cc(NC(=O)CSCC(=O)Nc2cc(C(F)(F)F)ccc2N2CCCC2)no1	1	1.2	-16	-2	0.99	-2	15	1
62	Cc1ccc(S(=O)(=O)CCC(=O)OCC(=O)N2CCN(S(=O)(=O)c3ccccc3)CC2)cc1	7	0.88	12	0	0.93	-3	-4	5
63	COc1ccc(CNC(=O)[C@@H](NC(=O)C2CCN(C(=O)[C@@H](N)Cc3ccccc3)CC2)C(C)C)cc1	8	1	0	-12	0.92	6	-20	0

Gathered by group, the compounds so far with an aryl thioether with sulfur outside any ring.
item	Compound	mIAP block	hIAP activ	hIAP inh	ATG4B inh	mIAP act	HKDC1 inhibitor	PfG6PD inh	APOBEC3A inh
25	Cn1c(SCc2cccc(F)c2)nnc1-c1cnccn1	-3	1.1	-6	-5	1	2	-18	-4
33	CCOC(=O)Cc1csc(NC(=O)CSc2nnc(Cc3csc(N)n3)n2C)n1	9	1.2	-18	-6	0.91	1	-8	-2
38	CCN(C(=O)CSc1ccc2ccccc2n1)C1CCS(=O)(=O)C1 (stereo not given)	-12	0.9	10	-19	1.1	-2	4	-3
48	Cc1cc(C)nc(SCCC(=O)Nc2cccc3ccccc23)n1	-7	0.96	4	0	1.1	-11	-11	2
